TcdB GH inh: inhibitors of Clostridioides difficile toxin B glycohydrolase; inhibition, % at 9.99 µM; TcdB glycohydrolase enzymatic assay, plate reader; P18177; actives 0.24% (n = 350,000); in the data active means inhibition above about 10%
Rv3671c inh: inhibitors of M. tuberculosis serine protease Rv3671c; actives 0.048% (n = 320,000); P9WHR9; inhibition, % at 5.96 µM; AID 2606; in the data active means inhibition above about 38%;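 further: extracellular domain of Rv3671c used as enzyme; 0% = enzyme with DMSO and 100% = no enzyme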
Target sequence (P9WHR9 whole entry, looked up, the tested form may be a part): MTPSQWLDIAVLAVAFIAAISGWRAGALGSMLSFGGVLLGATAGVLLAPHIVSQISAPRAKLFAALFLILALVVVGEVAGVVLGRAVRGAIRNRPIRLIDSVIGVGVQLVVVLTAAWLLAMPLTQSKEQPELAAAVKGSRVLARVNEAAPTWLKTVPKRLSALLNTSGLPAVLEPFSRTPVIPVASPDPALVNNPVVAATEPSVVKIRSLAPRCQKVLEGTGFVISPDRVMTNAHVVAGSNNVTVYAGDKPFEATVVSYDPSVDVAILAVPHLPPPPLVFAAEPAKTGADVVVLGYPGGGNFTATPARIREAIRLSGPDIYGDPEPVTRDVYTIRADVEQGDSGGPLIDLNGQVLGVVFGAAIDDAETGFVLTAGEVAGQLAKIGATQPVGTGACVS
PriA SSB inh: K. pneumoniae PriA-SSBct interaction inhibition | AlphaScreen SSBct-PriA binding, biotinylated peptide | inhibition, % at 33 µM | actives 0.6% (n = 430,000); in the data active means inhibition mostly above about 37%, no sharp cut-off; inactive means mostly below about 20%;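 further: plate controls were negative control peptide for no effect and reference peptide for full effect; strong numbers were not always called active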
SARS 3CLpro inh: SARS-CoV 3CLpro protease inhibition; actives 0.14% (n = 290,000); inhibition, % at 6 µM; P0C6X7; recombinant SARS-CoV 3CLpro, quenched FRET peptide cleavage; in the data active means inhibition above about 12%
PfHsp40 rescue: restores yeast growth despite PfHsp40 toxicity; S. cerevisiae expressing PfHsp40, growth rescue, ATP luminescence; growth rescue, % at 12.5 µM; actives 0.68% (n = 340,000); AID 504582; in the data active means growth rescue above about 28%, passing the limit was not always enough;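 further: yeast W303a lacking pdr1 and pdr3 grown in galactose medium; growth measured after three days at 30 °C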
BH1578 lux ind: inducers of Vibrio cholerae quorum light production without autoinducers; V. cholerae BH1578 lux reporter, luminescence, 6 h; activation, % at 18.7 µM; actives 0.16% (n = 350,000); in the data active means activation mostly above about 9.7%, no sharp cut-off; further: not every result past the cut was called active; inactives centre near 0; reference of the scale not given here
Y pestis TopoI: inhibitors of Yersinia pestis topoisomerase I. Y. pestis Topo-I cleavage product accumulation, plate reader. activity, % at 10 µM. actives 0.064% (n = 360,000); in the data active means activity above about 50%, passing the limit was not always enough; further: inactives centre near 2
Anthrax LF inh2: inhibitors of Bacillus anthracis lethal factor protease | inhibition, % at 10 µM | P15917 | actives 0.12% (n = 360,000) | multiplex microsphere protease cleavage assay, LF; in the data active means inhibition above about 30%; further: plate controls were buffer without enzyme for full effect and enzyme alone for no effect
VHR inh abs: blocks human VHR1 dual specificity phosphatase | P51452 | recombinant VHR phosphatase, pNPP absorbance | inhibition, % at 13.3 µM | actives 0.52% (n = 290,000); in the data active means inhibition above about 50%; further: some compounds called inactive have numbers as strong as hits
Target sequence (P51452 whole entry, looked up): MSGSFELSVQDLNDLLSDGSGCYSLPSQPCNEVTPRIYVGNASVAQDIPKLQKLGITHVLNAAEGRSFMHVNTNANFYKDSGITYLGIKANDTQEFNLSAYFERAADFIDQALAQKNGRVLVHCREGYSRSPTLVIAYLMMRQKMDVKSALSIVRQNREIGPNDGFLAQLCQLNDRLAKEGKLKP
MazF activator: increases E. coli MazEF RNase cleavage of RNA; P0AE70; FAM/BHQ RNA-DNA oligo cleavage fluorescence, 5 h; activation, % at 20 µM; actives 0.32% (n = 350,000); AID 504720; in the data active means activation above about 50%
Target sequence (P0AE70 whole entry, looked up): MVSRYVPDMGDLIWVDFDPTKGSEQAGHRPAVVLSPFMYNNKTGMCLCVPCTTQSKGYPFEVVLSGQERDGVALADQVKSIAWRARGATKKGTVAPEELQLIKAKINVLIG
Starred values were filed as active, the others as inactive; i = inactive; x = no result given; & = joins results of further samples. Some of the compounds tested, so the mix of outcomes need not match the whole.

SMILES	TcdB GH inh	Rv3671c inh	PriA SSB inh	SARS 3CLpro inh	PfHsp40 rescue	BH1578 lux ind	Y pestis TopoI	Anthrax LF inh2	VHR inh abs	MazF activator
Cc1cc(C)n2nc(CC#N)c(C#N)c2n1	-0.4	-9	-6	-1	-0.2	i	5	-1	-1	13
C=CCn1c(SCC(=O)Nc2cccc(S(N)(=O)=O)c2)nc2sc(C)c(C)c2c1=O	2.7	-28	6	x	0.7	i	15	-2	x	2
Cn1nccc1C(=O)N1CCN(c2ncccn2)CC1	-0.1	-4	-6	-11	-0.7	-0.2	1	0	7	15
CCOc1ccc(C(C)=O)cc1Cn1c(=O)oc2ccccc21	1.8	3	-13	1	0.4	i	14	8	-16	4
O=C(NN1CCOCC1)c1ccc(Br)cc1	-0.6	3	1	x	0.4	-0.7	-1	12	x	5
O=C(Oc1cccc2ccccc12)c1cc(Cl)nc2ccccc12	1.2	-21	6	-4	-0.1	-0.3	1	-1	10	-6
COc1cccc(CSc2nc3sc(C)c(C)c3c(=O)n2Cc2ccco2)c1	x	-17	-14	-4	-0.1	i	-6	-12	11	4
CCOn1c(=O)c(-c2cccc3ccccc23)[n+]([O-])c2ccccc21	1.6	-4	-10	2	0.2	-0.2	6	5	12	-2
Cc1nn(C)c(Oc2ccccc2)c1CCNS(=O)(=O)c1ccc(Cl)cc1	x	-3	-7	2	1.1	1.6	-4	1	14	2
CNc1nc(Sc2cccc(C(F)(F)F)c2)cc(C(F)(F)F)n1	1.0	-11	-31	3	0.0	i	2	3	36	-1
O=C(/C=C/c1c(F)cccc1Cl)NCc1ccc2c(c1)OCO2	0.8	10	-5	3	-1.5	-2.4	11	3	22	21
CCOc1ccccc1N(CC(=O)NCc1ccncc1)S(=O)(=O)c1ccccc1	-2.3	3	-16	3	0.0	-10	11	2	-11	8
COc1cc2c3nnc(-c4ccc(F)cc4)c-3cn(Cc3cccc(C)c3)c2cc1OC	-0.5	-20	-2	-4	0.4	x	-2	-1	15	250*
C=CCn1c(SCC(=O)NCc2ccco2)nc2sc3c(c2c1=O)CCC3	x	-5	-20&-6	1	0.0	1.4	23	-3	40	-2
CCOC(=O)C(=O)N/N=C(/c1ccccc1)c1ccc(OC)cc1	0.9	2	x	1	0.2	-0.6	1	2	13	-1
CCc1cc(Cn2nc(-c3ccccc3)cc2C(=O)NCc2cccs2)on1	0.7	-120	-12	x	0.9	-3.6	20	-2	x	-6
CCOc1ccc(OC(=O)C(CCS(C)(=O)=O)N2C(=O)c3ccccc3C2=O)cc1 (stereo not drawn)	-6.4	-9	-18	-5	-1.3	i	-9	-11	20	-11
Cc1nc2cccc(C(=O)NCc3ccccc3)c2o1	x	0	-17	2	0.2	i	2	1	12	9
Cc1cccc(N(C(=O)c2csnn2)C(C(=O)NC(C)(C)C)c2cccnc2)c1 (stereo not drawn)	1.2	1	-2	-2	0.6	i	4	0	23	8
CCc1cccc(NC(=O)CCS(=O)(=O)c2cc3c(cc2C)NC(=O)CO3)c1	0.7	-12	9	-2	-1.0	i	0	-1	33	8
Clc1cccc(CN2CCSCC2)c1Cl	1.8	x	-4	3	-1.4	-0.2	-3	2	9	1
COc1ccccc1-c1cc(-c2ccccc2)nc(=O)[nH]1	1.0	1	-2	0	-1.0	i	4	-6	16	9
COc1ccc(N(CC(=O)NCc2ccco2)S(=O)(=O)c2ccc(C)cc2)cc1	x	-5	-2	7	0.3	-0.5	-9	-6	-8	-16
O=C(NCc1ccc(-c2csnn2)cc1)c1cc(Cl)cc(Cl)c1	1.6	5	-5	4	-0.5	-1.2	-3	17	-3	-14
Nc1ccc2nc(SCC(=O)N3CCN(c4ccccc4)CC3)sc2c1	-2.0	8	1	0	-1.4	i	-3	3	13	4

Reprinted from the part before: five compounds, then new ones.
SMILES	TcdB GH inh	Rv3671c inh	PriA SSB inh	SARS 3CLpro inh	PfHsp40 rescue	BH1578 lux ind	Y pestis TopoI	Anthrax LF inh2	VHR inh abs	MazF activator
Clc1cccc(CN2CCSCC2)c1Cl	1.8	x	-4	3	-1.4	-0.2	-3	2	9	1
COc1ccccc1-c1cc(-c2ccccc2)nc(=O)[nH]1	1.0	1	-2	0	-1.0	i	4	-6	16	9
COc1ccc(N(CC(=O)NCc2ccco2)S(=O)(=O)c2ccc(C)cc2)cc1	x	-5	-2	7	0.3	-0.5	-9	-6	-8	-16
O=C(NCc1ccc(-c2csnn2)cc1)c1cc(Cl)cc(Cl)c1	1.6	5	-5	4	-0.5	-1.2	-3	17	-3	-14
Nc1ccc2nc(SCC(=O)N3CCN(c4ccccc4)CC3)sc2c1	-2.0	8	1	0	-1.4	i	-3	3	13	4
Nc1c(C(=O)CSc2ccccn2)c(=O)[nH]c(=O)n1C1CC1	1.6	-6	-7	x	-0.4	i	3	-3	x	-2
CC(=O)NS(=O)(=O)c1ccc(N2C(=O)c3ccccc3C2=O)cc1	-0.1	6	-4&-7	-3	-0.8	-0.3	10	4	6	1
C/C(=N\NC(=O)c1ccc(CSc2cccc3cccnc23)cc1)C1CCCCC1	1.1	9	x	-9	-0.6	-0.1	7	0	4	4
CCCCc1[nH]nc2c1C1(C(=O)N(CC)c3ccccc31)C(C#N)=C(N)O2 (stereo not drawn)	x	7	-14	7	-0.8	0.7	13	-2	5	-6
O=C(COc1ccc2cc(Br)ccc2c1)N1CCCC1	-0.5	3	-13	5	-0.2	-7.7	23	-1	10	-12
CC(=O)Nc1ccc(N2CCCCC2)cc1	x	-6	-5	-9	-0.2	i	-3	-3	30	6
N/C(=N\OC(=O)C1CC1)c1ccc([N+](=O)[O-])s1	0.1	-1	x	1	0.6	-0.9	1	-2	22	3
Cc1cccc(C)c1OCC(=O)Nc1ccc2c(c1)C(=O)NC2=O	1.3	-10	-1	-4	-2.0	i	3	1	28	8
O=C1N(c2cccc(Cl)c2)C(c2cccnc2)N2CCCN12 (stereo not drawn)	3.2	-1	-11	-4	-0.2	-0.3	1	3	-11	-4
CCn1nc(C(=O)NCC(c2cccs2)N2CCOCC2)c2ccccc2c1=O (stereo not drawn)	0.7	-4	-15	-3	-0.3	i	6	-3	-11	1
CCOc1ccccc1N(CC(=O)O)S(=O)(=O)c1ccc(C)cc1	x	8	-10	2	1.5	-5.0	6	1	7	3
CCC(=O)N1CC(=O)Nc2ccc(F)cc2C1c1ccc(F)cc1 (stereo not drawn)	-0.7	12	6	2	-0.3	-0.6	-1	-6	14	-1
Cc1cccc(C(=O)C2CCN(S(=O)(=O)c3ccc(C(=O)O)cc3)CC2)c1	-1.3	2	-14	-2	-1.0	-3.6	12	-2	-40	-1
Cc1c(C=O)c2ccccc2n1Cc1cccc(F)c1	x	-10	-15	1	-0.9	0.4	-6	3	-10	-1
Cc1nc(N)sc1-c1csc(Nc2cccc(O)c2)n1	1.7	-10	7	0	0.9	i	0	-9	-13	11
Cc1ccc(S(=O)(=O)N(C)C)cc1NC(=O)CN1C(=O)NC(Cc2c[nH]c3ccccc23)C1=O (stereo not drawn)	-0.1	-3	2	1	-0.4	0.1	-2	2	10	6
COc1ccc(Cl)cc1N(C(=O)c1ccco1)C(C(=O)NC1CCCC1)c1ccncc1 (stereo not drawn)	0.7	5	6	-6	-0.3	-0.5	-1	-4	18	4
O=C(COC(=O)c1ccc(F)cc1)NCCc1ccc(F)cc1	0.9	3	2	1	-0.9	-0.7	2	3	37	3
Cc1ccc(-c2nnc(SCC(=O)N3CCCc4ccccc43)n2N)cc1	x	-5	-3	-8	0.1	i	1	-1	28	4
O=C(COC(=O)c1c[nH]c2ccccc12)Nc1ccc([N+](=O)[O-])cc1	3.0	-10	8	x	0.3	-2.5	-4	-1	x	8
CCOC(=O)c1c(NC(=O)c2cccc([N+](=O)[O-])c2C(=O)O)sc2c1CCCC2	-1.1	1	7	6	1.1	i	11	-5	-22	7
CCOC(=O)CCCCCC(=O)Nc1ccc2c(c1)CC(=O)N([C@@H](C)CO)C[C@H](C)[C@@H](CN(C)C(=O)Nc1ccc3c(c1)OCO3)O2	-0.4	x	-8	x	2.7	-0.6	4	-6	x	-12
CC1CC(C)CN(C(=O)C2CCCN(c3ncnc4c3nc3n4CCCCC3)C2)C1 (stereo not drawn)	-0.6	5	4	1	1.8	-0.1	12	3	10	9
COc1ccc(NC(=O)C2C3C=CC4(O3)C2C(=O)N(CCN2CCCCC2)C4C(=O)NC2CCCCC2)cc1 (stereo not drawn)	0.7	-7	-15	-2	1.2	-0.8	-9	0	-4	14
CC1CCCC(C)N1C(=O)Nc1cccc(Cl)c1 (stereo not drawn)	x	4	-6	4	-0.4	x	10	-2	44	4

Some entries already given, reduced to Rv3671c inh and PfHsp40 rescue.
canonical_smiles | Rv3671c inh | PfHsp40 rescue
CCn1nc(C(=O)NCC(c2cccs2)N2CCOCC2)c2ccccc2c1=O (stereo not drawn) | -4 | -0.3
CCOc1ccccc1N(CC(=O)O)S(=O)(=O)c1ccc(C)cc1 | 8 | 1.5
CCC(=O)N1CC(=O)Nc2ccc(F)cc2C1c1ccc(F)cc1 (stereo not drawn) | 12 | -0.3

(further entries)
SMILES	TcdB GH inh	Rv3671c inh	PriA SSB inh	SARS 3CLpro inh	PfHsp40 rescue	BH1578 lux ind	Y pestis TopoI	Anthrax LF inh2	VHR inh abs	MazF activator
CCc1nc2c(OCc3ccc(Cl)cc3Cl)cccn2c1N(C)C(C)=O	1.9	x	x	x	x	-1.1	24	-8	x	x
CCOc1ccc(NC(=O)c2cccnc2Cl)c([N+](=O)[O-])c1	x	1	17	-1	-0.1	-0.4	-1	-3	-20	0
COc1ccc(S(=O)(=O)N(C)C)cc1NCC(=O)Nc1ccc(Br)cc1F	x	-10	-7	6	-1.0	-0.7	14	0	-7	10
Cc1ccc(C(c2nnnn2CC2CCCO2)N2CCN(C)CC2)cc1 (stereo not drawn)	1.0	0	-11	3	0.0	-0.3	2	-1	44	0
O=C(NCc1ccccc1CN1CCCC1)c1ccc(OCc2cscn2)cc1	0.9	0	-11	x	-0.6	-0.2	8	2	x	4
c1ccc2c(C3CCO3)cccc2c1 (stereo not drawn)	x	3	-3	x	-0.1	0.6	-1	-4	x	8
COc1ccc(NS(=O)(=O)c2cccc(C(=O)NN=Cc3ccc(OC)c(O)c3)c2)cc1	0.9	-11	-6	x	-0.9	-1.7	1	-5	x	8
COc1ccccc1C(=O)NC1CC2CCCC(C1)N2Cc1ccccc1 (stereo not drawn)	0.8	x	x	x	x	i	3	0	x	0
CC(NC(=O)c1ccc(N(C)C)c([N+](=O)[O-])c1)c1ccc(-n2ccnc2)cc1 (stereo not drawn)	0.9	-1	10	4	0.6	-0.1	-2	6	-8	6
CCOC(=O)c1sc(NC(=O)c2sccc2C)cc1C	x	-15	-21	5	-0.1	-0.1	-4	6	27	-5
Cn1c(SCC(=O)N2c3ccccc3Sc3ccc(Cl)cc32)nnc1-c1ccco1	0.8	6	19	-5	36*	i	10	0	-9	-9
Cc1nn2c3ccccc3n(C)c2nc1=O	x	9	-10	3	1.2	i	-8	-8	22	2
O=C(NCCN1CCOCC1)c1c(Cl)cccc1Cl	-1.0	-2	-8	2	-1.1	-0.3	-10	-12	10	-21
COCC(C)NC(=S)NC(=O)c1cc(S(=O)(=O)N2CCOCC2)ccc1C (stereo not drawn)	1.8	7	-12	-3	-1.3	-0.1	5	0	9	2
CC(C)=CCN1CCN(Cc2cccn2-c2nccs2)CC1CCO (stereo not drawn)	1.8	5	-3	1	0.6	10	6	-2	21	6
COc1cc(OC)cc(C(=O)OCC(=O)NCc2ccco2)c1	1.2	-10	-3	x	-0.8	-0.2	3	-5	x	1
CN(C)C(=O)Oc1ccc(Cl)c2cccnc12	0.0	6	5&-3	8	0.8	i	3	-3	42	7
CCc1ccccc1NC(=O)C1CCN(C(=O)c2ccc([N+](=O)[O-])cc2)CC1	0.3	-1	-13	6	-0.6	i	-1	1	4	-1
Cc1ccc2c(c1)N(Cc1ccc3c(c1)OCO3)C(=O)C(C)O2 (stereo not drawn)	1.0	0	-20	1	3.9	-5.6	3	-1	19	-6

From PubChem
